NR2E3 ag-1 = activates human NR2E3 receptor; inhibition of corepressor binding, % at 3.98 µM; CHO-S Gal4-NCOR/VP16-NR2E3 two-hybrid, luciferase; actives 0.35% (n = 360,000); AID 602229; Q9Y5X4;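 active = inhibition above the mean of all tested compounds plus 3 SD, cut at about 70% in these data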;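 also: 0% = DMSO with NR2E3 transfected cells and 100% = cells lacking NR2E3 construct; higher means lower luciferase signal from less NR2E3 corepressor binding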
Target sequence (Q9Y5X4 whole entry, looked up, the tested form may be a part): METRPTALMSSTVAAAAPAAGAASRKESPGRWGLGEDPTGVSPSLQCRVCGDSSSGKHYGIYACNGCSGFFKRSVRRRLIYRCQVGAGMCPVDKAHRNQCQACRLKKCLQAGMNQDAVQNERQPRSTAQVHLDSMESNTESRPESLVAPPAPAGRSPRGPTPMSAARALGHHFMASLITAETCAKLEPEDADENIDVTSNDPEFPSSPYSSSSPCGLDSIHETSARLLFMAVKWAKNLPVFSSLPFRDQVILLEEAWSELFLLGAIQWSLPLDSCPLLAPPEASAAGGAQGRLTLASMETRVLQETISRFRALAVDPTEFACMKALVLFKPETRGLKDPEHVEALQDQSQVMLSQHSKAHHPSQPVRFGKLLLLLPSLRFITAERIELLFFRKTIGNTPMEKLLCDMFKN
MITF TRPM1 inh = MITF TRPM1 promoter inhibition in SK-MEL-5 cells; SK-MEL-5 TRPM1 promoter luciferase, 24 h; inhibition, % at 12.5 µM; actives 0.83% (n = 330,000);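 active = mean inhibition across replicates of 60% or more, whatever share of single replicates reaches that level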; also: values of inactives mirror those of a sister screen read the other way
Peg3 promoter = Peg3 promoter activity inhibition; inhibition, % at 20 µM; actives 1.7% (n = 360,000); HeLa PEG-Prom luciferase reporter, luminescence, overnight;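 active = inhibition of at least 50% at 20 µM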
CF NFkB inh = cystic fibrosis NF-kB activation inhibition; KKLEB NF-kB-GFP reporter, PAF-induced, GFP fluorescence overnight; inhibition, % at 5 µM; actives 0.86% (n = 360,000); AID 588850;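 active = at least 50% inhibition at 5 µM, scaled per plate between neutral and stimulator controls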;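 also: PAF is a Pseudomonas aeruginosa culture filtrate used as stimulus; plate controls were PAF-stimulated DMSO wells for no effect and unstimulated DMSO wells for full effect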
PDI turbidity = blocks human protein disulfide isomerase activity. inhibition, % at 10 µM. P07237. PDI insulin aggregation turbidity, A650, 90 min. actives 0.052% (n = 350,000);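 active = mean inhibition across replicates of 30% or more, whatever share of single replicates reach that level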;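 also: absorbance from insulin aggregation driven by PDI reduction with DTT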
Target sequence (P07237 whole entry, looked up): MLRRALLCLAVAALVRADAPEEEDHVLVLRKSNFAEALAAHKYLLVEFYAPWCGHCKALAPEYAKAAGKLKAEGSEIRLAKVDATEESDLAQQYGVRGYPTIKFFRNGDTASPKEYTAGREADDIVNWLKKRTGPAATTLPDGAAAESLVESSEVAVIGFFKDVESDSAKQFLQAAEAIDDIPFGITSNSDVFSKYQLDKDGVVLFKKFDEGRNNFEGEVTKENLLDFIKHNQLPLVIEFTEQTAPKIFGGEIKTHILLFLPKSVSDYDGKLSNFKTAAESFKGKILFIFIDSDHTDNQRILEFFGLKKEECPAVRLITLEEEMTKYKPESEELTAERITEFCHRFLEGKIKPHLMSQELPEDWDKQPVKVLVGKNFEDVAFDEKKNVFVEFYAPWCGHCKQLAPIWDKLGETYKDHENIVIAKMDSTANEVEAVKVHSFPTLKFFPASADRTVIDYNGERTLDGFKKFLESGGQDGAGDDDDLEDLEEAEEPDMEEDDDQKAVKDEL
CaV13 FRET inh = Disruptors of the CACNA1D IQ motif to Ca2+-dependent inactivation inhibitor domain association, primary screening, Förster resonance energy transfer in intact living …; actives 0.098% (n = 340,000); HEK cells, CFP/YFP FRET ICDI-IQ, plate reader, 10 min; percent FRET-ratio fall versus neutral wells; AID 743397; inhibition, % at 12.3 µM;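 active = mean replicate inhibition of at least 30% and at least 1% of replicates passing that level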;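 also: 0% = median of the neutral control wells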
Vif imaging = inhibitors of HIV Vif. HEK293T cells, Vif self-association by quenched fluorescence, imaging, 24 h. inhibition, % at 7.49 µM. actives 0.35% (n = 340,000). AID 602346; in the data active = inhibition above about 50%, passing the limit was not always enough; also: some results filed as inactive read as strong as hits
Shn3 inh set2 = reduces Shn3 3'UTR luciferase signal in osteoblasts; Clone20 osteoblast Shn3 3'UTR firefly luciferase, 24 h; inhibition, % at 12.5 µM; actives 0.52% (n = 360,000); AID 588674;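 active = mean inhibition of at least 75% with every replicate also reaching 75%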;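 also: 0% = median of neutral control wells and 100% = pilot-screen positive control compound; some compounds past the cut are filed as inactive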
HIF-2a inh = inhibitors of HIF-2a. AID 624352. 786-0 RCC cells HIF-2a reporter, luciferase luminescence, overnight. actives 0.72% (n = 360,000). inhibition, % at 18.8 µM;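 active = inhibition of the luminescence signal of 40% or more relative to plate controls, in a single-dose primary screen at 18.75 µM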
NR2E3 ag-2 = activates human photoreceptor nuclear receptor NR2E3; GST-NR2E3/biotin-RetCOR TR-FRET, 1536-well; inhibition of corepressor binding, % at 4.78 µM; actives 0.12% (n = 320,000); AID 2300;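 active = percent inhibition above the cutoff of mean plus 3 SD of all tested compounds, set per screening campaign, cut at about 20% in these data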;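 also: 0% = DMSO wells and 100% = biotin wells as full block of FRET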
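Test system: GST-NR2E3 and biotin-RetCOR proteins | Quantity: 1.35 nM GST-tagged NR2E3 final | Medium: Tris pH 7.5 | Also added: 7 nM biotin-RetCOR | Dosing: Compound at 4.8 µM, single dose | Timing: 5 h at 4 °C | Detection: Time-resolved FRET | Read-out basis: Percent inhibition | Benchmarks: Biotin wells as high control, 0.6% DMSO wells as low control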
KKLEB cytotox = counter-screen for CF NF-kB inhibitors: cytotoxicity. KKLEB CF airway cells viability, ATPlite luminescence, overnight; hits give low values; cells stimulated with P. aeruginosa culture filtrate. actives 0.36% (n = 360,000). AID 602141. activity change (cytotoxicity), % at 5 µM;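 active = corrected activity change at or below -50% at 5 µM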
* marks the source's active call; other numbers are inactive results; nt = not tested or not shown. Rows are unselected; 3.3% or so of the library scored in one or more.

SMILES	NR2E3 ag-1	MITF TRPM1 inh	Peg3 promoter	CF NFkB inh	PDI turbidity	CaV13 FRET inh	Vif imaging	Shn3 inh set2	HIF-2a inh	NR2E3 ag-2	KKLEB cytotox
Cc1ccc2c(c1)N(C)/C(=C/c1cccc[n+]1C)S2	-26	14	38	-73	5	-6	nt	88*	-23	0	-9
CC(C)(C)OC(=O)N1CCCC(C(=O)Nc2cccc(C(=O)NCCCc3ccccc3)c2)C1 (stereo unspecified)	-10	-1	-5	-4	18	-4	-7	-1	17	nt	12
CC(C)(C)n1ncc2c(=O)n(CC(=O)OCc3ccccc3)cnc21	-5	13	49	-2	-3	-5	5	-19	-24	1	-18
CC1(C(=O)NCc2cccc3ccccc23)CCN1Cc1ccc2ccccc2c1 (stereo unspecified)	-32	nt	16	14	5	-8	nt	15	13	nt	-14
COc1ccc(/C=N/c2c(-c3ccc(OC)cc3)nc3n2CCS3)cc1	-15	-17	-15	-10	9	-7	-1	-39	-26	-3	4
Cc1cccnc1NS(=O)(=O)c1cccc([N+](=O)[O-])c1	-15	-2	3	-1	-3	-5	-1	4	11	0	13
CCC(C)Nc1nc(OC(C(F)(F)F)C(F)(F)F)nc(OC(C(F)(F)F)C(F)(F)F)n1 (stereo unspecified)	3	-4	23	6	1	1	16	16	9	1	-3
COc1cc(NC(=O)CSc2nnnn2Cc2ccc3c(c2)OCO3)cc(OC)c1	-3	10	15	10	23	nt	13	16	2	-1	-4
CCC(=O)Nc1ccc(NC(=O)c2ccco2)c(OC)c1	-95	-53	-137	-5	-23	-6	0	-108	-173	0	9
COc1cccc(NC(=S)NCc2ccc(F)cc2)c1	-3	-13	-16	20	-1	-5	5	12	-43	3	-14
CCOc1ccc(-c2ccc(SC)nn2)cc1	-78	62*	76*	-13	-5	-6	6	68	27	-5	-60*
O=C(c1cnc2n(c1=O)CCS2)N1CCN(c2ccc(Cl)c(Cl)c2)CC1	22	10	19	4	2	nt	-1	11	6	-3	-7
Cc1cc2ncc(-c3ccccc3)nc2cc1C	-126	-31	-255	-24	2	-4	-1	-45	-210	-2	-5
Cc1ccccc1NC(=O)OCc1cccnc1Oc1ccc(Cl)cc1	-22	2	12	28	6	-5	-3	13	2	-7	-25
COc1cc(OC)cc(-c2sc3ccc(OC)cc3c2-c2ccc3cc[nH]c3c2)c1	-22	-6	2	-4	-4	-5	10	8	-52	nt	-7
N#Cc1ccc(-c2ccco2)nc1SCc1ccccc1	-45	-4	13	-24	2	nt	2	1	-25	1	-9
Cc1ccccc1OCC(=O)N/N=C/c1ccccn1	-8	10	-7	10	-4	-3	6	-16	-30	3	13
Cc1ccc(-c2nnc(SC(C)C(=O)NCC3CCCO3)nc2-c2ccc(C)cc2)cc1 (stereo unspecified)	0	7	20	1	4	-15	-2	8	5	2	-3
O=[N+]([O-])/C=C1\C=CC=CN1Cc1ccc(Cl)cc1	3	-14	15	-1	0	-4	-6	0	4	-1	1
COc1ccc(OC)c(C2CC(=O)N3CN(c4ccc(C)c(Cl)c4)CSC3=C2C#N)c1 (stereo unspecified)	-19	nt	12	2	nt	4	2	-19	-49	4	15
C[C@@H]1CCC[C@@]2(O[C@H](CCO)C[C@@H](O)[C@@H]2O)O1	5	-7	0	-6	2	-5	-3	-7	5	-2	9
O=C(CC1CC2CCC1C2)NCCc1ccc(Cl)cc1 (stereo unspecified)	-15	-19	-59	-14	-4	-19	-3	1	-44	4	-4
CC(C)(C)OC(=O)N[C@H]1C=C[C@@H](OC(=O)CC(=O)OCC(F)(F)F)C1	5	2	-6	-21	-3	-8	2	-19	-3	nt	16
CCN(CC)c1ccc(/C=N/NC(=O)c2ccc([N+](=O)[O-])cc2)cc1	-20	-1	12	21	-2	-4	nt	6	4	3	-11
CCOC(=O)NNC1CC(=O)N(c2ccccc2)C1=O (stereo unspecified)	-7	8	7	10	-6	-2	-2	-24	15	-3	-1
Cc1ccc(S(=O)(=O)N2CCCC(C(=O)N3CCCc4ccccc43)C2)cc1 (stereo unspecified)	4	-4	-6	8	-2	-4	-1	9	17	0	7
COc1ccc(-c2nn(-c3ccccc3)cc2C(=O)Nc2cccc(C(=O)O)c2)cc1[N+](=O)[O-]	8	-1	5	-8	2	-20	-2	-10	17	-2	4
COc1ccc(CCN2C(=O)C3C(C2=O)C2C=CC3C23CC3)cc1OC (stereo unspecified)	-23	-6	-3	-7	-9	-5	-3	-11	10	2	8
COc1cccc(C2C(C(N)=O)=C(C)Nc3nc(CCCO)nn32)c1 (stereo unspecified)	5	-26	-7	-12	0	-4	0	22	2	0	-17
CCn1cc(CN(C)S(=O)(=O)c2ccc3ccccc3c2)c(C)n1	66	19	10	-3	-10	-4	-16	90*	6	2	-10

3 compounds already listed, sorted by heavy-atom count, ascending.
SMILES	NR2E3 ag-1	MITF TRPM1 inh	Peg3 promoter	CF NFkB inh	PDI turbidity	CaV13 FRET inh	Vif imaging	Shn3 inh set2	HIF-2a inh	NR2E3 ag-2	KKLEB cytotox
CCOC(=O)NNC1CC(=O)N(c2ccccc2)C1=O (stereo unspecified)	-7	8	7	10	-6	-2	-2	-24	15	-3	-1
CCn1cc(CN(C)S(=O)(=O)c2ccc3ccccc3c2)c(C)n1	66	19	10	-3	-10	-4	-16	90*	6	2	-10
COc1ccc(CCN2C(=O)C3C(C2=O)C2C=CC3C23CC3)cc1OC (stereo unspecified)	-23	-6	-3	-7	-9	-5	-3	-11	10	2	8

The list goes on:
SMILES	NR2E3 ag-1	MITF TRPM1 inh	Peg3 promoter	CF NFkB inh	PDI turbidity	CaV13 FRET inh	Vif imaging	Shn3 inh set2	HIF-2a inh	NR2E3 ag-2	KKLEB cytotox
Cc1nc(NC2=NCN(Cc3cccnc3)CN2)nc2ccccc12	8	9	18	-1	-62	-6	14	-17	11	nt	12
CCS(=O)(=O)N1CCC(C(=O)Nc2ccc(C(C)=O)cc2)CC1	-14	9	4	-3	-3	-6	3	-5	6	0	0
O=S(=O)(Nc1ccon1)c1ccc(Br)s1	-12	19	-3	-1	13	-3	-4	14	3	4	4
O=C(c1ccco1)N1CCCC(c2nc(-c3ccc(S(=O)(=O)NCc4ccccc4)cc3)no2)C1 (stereo unspecified)	28	24	20	-6	-3	-9	-27	73	21	2	9
O=C(O)c1ccc(Cl)c(NC(=S)NC(=O)c2ccccc2[N+](=O)[O-])c1	-1	4	12	-16	5	-7	2	5	9	-3	-18
COc1ccc(N(C)C(=O)CN(C)S(=O)(=O)c2ccc3c(c2)c(=O)n(C)c(=O)n3C)c(OC)c1	-11	9	7	-5	7	-7	1	30	20	0	9
N#Cc1cc(-c2ccccc2)cn(Cc2c(Cl)cccc2Cl)c1=O	-7	10	12	-1	5	-7	4	4	11	0	-13
CCCCCn1c(CN2CCN(Cc3ccccc3)CC2)nc2c1c(=O)[nH]c(=O)n2C	-12	3	1	7	5	-4	-5	13	10	0	-6
C=CCN1C=C2C(=O)C(C)(OC(=O)C3CCCC3)C(=O)C(c3ccccc3)=C2C=C1CCCC(=O)OC (stereo unspecified)	-1	-1	-3	-20	-1	-3	-2	-11	12	-1	9
Cc1ccc(S(=O)(=O)N2CCOCC2)cc1NC(=O)c1ccc(F)cc1F	-12	2	0	-5	-2	-5	-2	8	8	nt	20
CC(C)C[C@H]1CN([C@@H](CC(C)C)CN2CCCC2CN2C(=S)NC[C@@H]2Cc2ccc(O)cc2)C(=S)N1CC1CCCCCC1 (stereo partly specified)	-4	-2	91*	5	10	-3	nt	45	-12	nt	3
O=C(CSc1nc(=O)n(CCN2CCOCC2)c2c1CCCC2)Nc1cccc([N+](=O)[O-])c1	-6	1	18	13	-1	-6	4	11	5	-3	-3
Nc1nonc1-n1nnc(C(=O)N/N=C/c2ccccc2Cl)c1-c1ccc2c(c1)OCO2	7	-5	15	4	-7	-2	10	10	5	1	7
Cc1noc(COc2ccccc2OCC(N)=O)c1Cl	-13	3	-6	-4	-1	nt	6	-5	22	-2	4
COc1cc(NC(=O)C2CC3CCC2C3)c(OC)cc1Cl (stereo unspecified)	8	9	23	-7	10	1	-1	-7	14	3	-1
O=C(COc1cccc2c1CCNC2=O)Nc1cccc(F)c1	23	-8	-30	12	7	-2	-8	0	-11	0	-3
OC(c1ccc(F)c(F)c1)c1ncc(-c2ccc(F)cc2)[nH]1 (stereo unspecified)	-43	nt	-34	-9	-4	-7	nt	-11	-69	nt	-1
CCOC(=O)C1=CCN(S(=O)(=O)c2cccc(Cl)c2)C1c1ccc(Br)cc1 (stereo unspecified)	-17	nt	35	12	nt	-5	nt	-5	-7	nt	-12
CCc1nc2cc(CC(=O)O)ccc2o1	8	2	-4	1	1	-4	18	7	17	0	4
CC(C)(C)OC(=O)C[C@H]1C/C=C\C[C@@H](CC(=O)NCCO)C(=O)N[C@H](C(C)(C)C)COC1=O	5	2	-9	13	-6	-2	3	-11	0	nt	-5
CC12CN(C(=O)c3ccco3)CC(c3ccccc3)(CN(C(=O)c3ccco3)C1)C2=O	-14	3	21	8	4	-6	10	-2	19	10	10

Laid out differently: three of the compounds above.
O=C(COc1cccc2c1CCNC2=O)Nc1cccc(F)c1
  NR2E3 ag-1: 23 | MITF TRPM1 inh: -8 | Peg3 promoter: -30 | CF NFkB inh: 12 | PDI turbidity: 7 | CaV13 FRET inh: -2 | Vif imaging: -8 | Shn3 inh set2: 0 | HIF-2a inh: -11 | NR2E3 ag-2: 0 | KKLEB cytotox: -3
OC(c1ccc(F)c(F)c1)c1ncc(-c2ccc(F)cc2)[nH]1 (stereo unspecified)
  NR2E3 ag-1: -43 | MITF TRPM1 inh: nt | Peg3 promoter: -34 | CF NFkB inh: -9 | PDI turbidity: -4 | CaV13 FRET inh: -7 | Vif imaging: nt | Shn3 inh set2: -11 | HIF-2a inh: -69 | NR2E3 ag-2: nt | KKLEB cytotox: -1
CCOC(=O)C1=CCN(S(=O)(=O)c2cccc(Cl)c2)C1c1ccc(Br)cc1 (stereo unspecified)
  NR2E3 ag-1: -17 | MITF TRPM1 inh: nt | Peg3 promoter: 35 | CF NFkB inh: 12 | PDI turbidity: nt | CaV13 FRET inh: -5 | Vif imaging: nt | Shn3 inh set2: -5 | HIF-2a inh: -7 | NR2E3 ag-2: nt | KKLEB cytotox: -12
